Bioassay records as filed in PubChem.
RGS4 act – potentiators or activators of RGS4. HEK293 M3R/inducible RGS4, carbachol calcium flux Fluo4; stronger effect = lower value. B-score at 10 µM. actives 0.92% (n = 310,000). AID 463111;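 active = B-score of the integrated calcium signal more than 4 SD below the library mean, with starting fluorescence not abnormally high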;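 also: negative B-score means reduced calcium response which marks RGS4 activation or potentiation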
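Material: Inducible-RGS4 HEK293 cells carrying M3 receptor; also added: carbachol at ECmax as muscarinic agonist stimulus; incubation: compound preincubation 20 min at room temperature before agonist; signal: Fluo4-AM (2 µM) calcium-flux fluorescence, kinetic read; measure: integrated calcium ratio converted to B score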
KCNQ1 act – human KCNQ1 channel potentiation or activation. P51787. CHO-K1 KCNQ1, thallium flux FluxOR fluorescence; stronger effect = higher value. B-score at 10 µM. actives 0.35% (n = 310,000). AID 2648;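 active = fluorescence ratio B-score, a plate-corrected score, at least three library SD, with initial intensity B-score within 5 SD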
Target sequence (P51787 whole entry, looked up): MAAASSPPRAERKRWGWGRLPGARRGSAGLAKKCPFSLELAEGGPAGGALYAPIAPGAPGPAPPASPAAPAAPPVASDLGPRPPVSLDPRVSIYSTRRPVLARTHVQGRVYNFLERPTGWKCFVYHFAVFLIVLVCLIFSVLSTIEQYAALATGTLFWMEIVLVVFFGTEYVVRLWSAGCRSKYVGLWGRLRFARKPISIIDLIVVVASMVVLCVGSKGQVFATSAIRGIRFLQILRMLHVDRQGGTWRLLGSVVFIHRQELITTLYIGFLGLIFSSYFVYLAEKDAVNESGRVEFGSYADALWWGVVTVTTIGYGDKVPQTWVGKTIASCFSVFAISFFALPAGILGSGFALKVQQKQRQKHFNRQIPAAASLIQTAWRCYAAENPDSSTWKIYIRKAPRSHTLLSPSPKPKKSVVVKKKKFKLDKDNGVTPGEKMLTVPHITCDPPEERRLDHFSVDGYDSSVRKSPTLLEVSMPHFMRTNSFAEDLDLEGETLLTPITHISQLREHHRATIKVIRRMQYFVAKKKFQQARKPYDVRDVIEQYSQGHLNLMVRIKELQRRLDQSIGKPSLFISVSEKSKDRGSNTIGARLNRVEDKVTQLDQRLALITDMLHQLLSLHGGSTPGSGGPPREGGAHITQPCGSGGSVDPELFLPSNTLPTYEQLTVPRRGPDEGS
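Medium – assay buffer, equal DMSO in all wells · Material – CHO-K1 cell line with stable KCNQ1 potassium channel expression · Signal – kinetic FluxOR thallium fluorescence, 10-s 1-Hz baseline, 110-s post-stimulus read · Compound – single concentration per compound, DMSO matched to controls · Schedule – 37 °C overnight plating, 90-min dark dye load, 20-min compound pretreatment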
DYRK1A inh – Dyrk1A (rat) kinase inhibition. inhibition, % at 12.5 µM. actives 0.43% (n = 310,000). ADP-Glo luminescence, NFATc1 peptide. AID 504441. Q63470; in the data active = inhibition above about 50%;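 also: plate controls were vehicle with enzyme for no effect and no enzyme for full effect; many of its hits are not listed in these tables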
KCNK9 block – human KCNK9 channel inhibition; B-score at 10 µM; Q9NPC2; HEK293 KCNK9, FluxOR thallium flux fluorescence; stronger effect = lower value; actives 1.2% (n = 310,000);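 active = ratio B-score over 3 SD below the library mean, with starting fluorescence within 5 SD of its mean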;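 also: negative B-score means less thallium flux so channel inhibition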
Target sequence (Q9NPC2 whole entry, looked up): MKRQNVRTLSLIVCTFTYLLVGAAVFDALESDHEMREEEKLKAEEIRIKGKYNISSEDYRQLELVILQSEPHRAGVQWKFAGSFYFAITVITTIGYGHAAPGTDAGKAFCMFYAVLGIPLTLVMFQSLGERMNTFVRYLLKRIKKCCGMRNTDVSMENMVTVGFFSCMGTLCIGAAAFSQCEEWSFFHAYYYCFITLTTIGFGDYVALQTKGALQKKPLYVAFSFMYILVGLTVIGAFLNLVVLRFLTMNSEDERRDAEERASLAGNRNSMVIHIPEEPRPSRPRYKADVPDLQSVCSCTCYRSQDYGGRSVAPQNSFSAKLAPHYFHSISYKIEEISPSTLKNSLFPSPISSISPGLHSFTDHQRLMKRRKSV
GSK3 alpha inh – blocks human GSK-3 alpha kinase; actives 0.1% (n = 320,000); inhibition, % at 10 µM; ADP-Glo luminescence, 60 min; P49840;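 in the data active = inhibition above about 50%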;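 also: GST-tagged GSK-3 alpha with peptide substrate and 25 µM ATP; 0% = DMSO neutral wells and 100% = GW8510 positive control wells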
GSK3B inh – inhibitors of human GSK3beta kinase. actives 0.038% (n = 300,000). activity score (negative = inhibition), % at 10 µM. AID 2097. P49841. GST-GSK3beta kinase, ADP-Glo luminescence, 60 min; stronger effect = lower value;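 active = more than half of replicate wells score below -50%, meaning over 50% inhibition versus plate controls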;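 also: 0% = median DMSO wells and -100% = median GW8510 positive control wells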
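Assay system: GST-fused GSK3beta enzyme, cell-free / Medium: Tris pH 7.5 buffer with MgCl2, DTT, BSA, heparin / Also added: peptide substrate plus 25 µM ATP (final) / Compound: 10 µM single point / Timing: kinase reaction with compound 60 min at room temperature / Detection: ADP-Glo luminescence / Benchmarks: DMSO neutral wells and GW8510 at 20 µM as positive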
PolyA inh – yeast polyadenylation inhibition; AID 1875; S. cerevisiae SKY197-pL101 polyadenylation reporter, beta-gal luminescence; efflux-impaired pdr1/pdr3 knockout yeast; score 100 = 6 SD above DMSO; actives 0.02% (n = 300,000); calls only at 12 µM;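 active = lowest replicate activity score at least 50, where 100 means six control SD above control mean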;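 also: yeast exposed to compound for 9 h at 30 °C; higher score means more reporter readthrough which indicates perturbed polyadenylation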
RGS4 inh – human RGS4 inhibition; B-score at 10 µM; actives 0.45% (n = 310,000); P49798; HEK293 M3R/RGS4 inducible, Fluo-4 calcium flux; stronger effect = higher value; triggered by carbachol at its EC20;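 active = B-score, a plate-corrected calcium signal, over three deviations above library mean, with baseline fluorescence within five deviations of library mean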;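 also: RGS4 expression induced by doxycycline in cells with stable M3 receptor; B-score is computed from the integrated fluorescence ratio over baseline after carbachol; higher B-score means a larger calcium signal and so more RGS4 inhibition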
KCNQ1 inh – human KCNQ1 channel inhibition. P51787. CHO-K1 KCNQ1, FluxOR thallium flux fluorescence; stronger effect = higher value. B-score at 10 µM. actives 1.3% (n = 310,000). AID 2642;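 active = compounds whose thallium flux B-score, printed positive for inhibition, exceeds three library SD while starting fluorescence stays within three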;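 also: channel opened by potassium depolarization with thallium stimulus after 20 min compound exposure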
hERG rescue – compounds protecting human hERG from proarrhythmic drug block. Q12809. CHO-hERG, FluxOR thallium flux, dofetilide IC70 present. activation (rescue from dofetilide block), less the hit threshold, % at 10 µM. actives 0.51% (n = 310,000);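 active = activation above the mean of controls blocked by dofetilide plus 5 SD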;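 also: thallium influx through hERG after potassium depolarization seen as dye fluorescence rise; in these data hits start at about 4.7%; inactives centre near -7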
KCNK3 inh – human KCNK3 channel inhibition, primary screen; O14649; CHO-KCNK3 thallium flux, FluxOR fluorescence; stronger effect = lower value; B-score at 10 µM; actives 0.84% (n = 340,000); AID 602410;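 active = B-score under library mean minus 4 SD, starting fluorescence ratio at most library mean plus 5 SD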;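 also: more negative B-score means stronger inhibition of thallium flux through KCNK3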
* = called active by the depositor; i = inactive; . = no result given. These rows are one share of the data; rates above refer to the full screens.

SMILES	RGS4 act	KCNQ1 act	DYRK1A inh	KCNK9 block	GSK3 alpha inh	GSK3B inh	PolyA inh	RGS4 inh	KCNQ1 inh	hERG rescue	KCNK3 inh
O=S(=O)(c1cccc2nsnc12)N1CCN(c2ccccc2F)CC1	i	i	-2	i	0	-3	i	i	i	-2	i
CCOCC(=O)NCc1ccc2c(c1)OCO2	i	i	-2	i	-2	0	i	i	i	3	i
CCn1c(SCC(=O)NC2CC2)nnc1-c1cccc(OC)c1	i	i	3	i	0	-2	i	i	i	-1	i
O=C(NC(Cc1c[nH]c2ccccc12)C(=O)O)/C(=C\c1ccc2c(c1)OCO2)NC(=O)c1ccccc1 (configuration not stated)	i	i	-3	i	-2	-2	i	i	i	-7	i
COc1ccc(Cl)cc1Nc1nc(NCCO)nc(N2CCCC2)n1	i	i	20	i	-9	-2	i	i	i	-3	i
O=[N+]([O-])c1cnn2cc(Br)cnc12	i	i	5	i	6	1	i	i	i	-24	i
CS(=O)(=O)Nc1ccc(C(=O)Nc2ccc(S(=O)(=O)Nc3nccs3)cc2)cc1	i	i	5	i	0	4	i	i	i	-8	i
O=C(CN1CCN(S(=O)(=O)c2ccc(F)cc2)CC1)Nc1cccc(C(F)(F)F)c1	i	i	3	i	-3	2	i	i	i	-6	i
C/C(CC(=O)Nc1cc(Cl)ccc1Cl)=N\NC(N)=S	i	i	2	i	2	1	i	i	i	-4	i
COc1ccc(Cn2c(=O)[nH]c3cc(OC)c(OC)cc3c2=O)cc1	i	i	-7	i	-2	-5	i	i	i	-8	i
COc1ccccc1CCNC(=O)c1ccc2nc[nH]c2c1	i	i	3	i	1	-2	i	i	i	-9	i
CCc1sc(C(=O)Nc2cc(Cl)ccc2N2CCCCC2)cc1C	i	i	-10	i	4	2	i	i	i	-15	i
COc1ccc(C(=O)NC(=S)NNC(=O)c2ccccc2C)cc1	i	i	-2	i	1	-3	.	i	i	-10	i
Cc1cccc(C(=O)NNC(=O)c2ccccc2Br)c1	i	i	-4	i	-3	-3	i	i	i	-9	i
Cn1c(CCC(=O)Nc2cc(S(C)(=O)=O)ccc2Cl)nc2cc(S(=O)(=O)N3CCOCC3)ccc21	i	i	.	i	-3	1	i	i	i	-2	i
NC(=O)C1CCN(C2=C(NS(=O)(=O)c3ccc(Br)cc3)C(=O)c3ccccc3C2=O)CC1	i	i	.	i	-14	1	i	i	i	-27	i
Cn1c(CCN2CCOCC2)nc2cc(NS(=O)(=O)c3ccccc3)ccc21	i	i	4	i	.	-1	i	i	i	-4	i
CC(=O)N(CN1C(=O)c2ccc([N+](=O)[O-])cc2C1=O)c1ccc(F)cc1	i	i	-2	i	1	2	i	i	i	-8	i
Cc1ccc(OCCC(=O)OCC(=O)Nc2ccc(F)cc2)cc1	i	i	-5	i	-4	5	i	i	i	-15	i
CCCn1c(=O)c(Br)cn(-c2ccccc2C)c1=O	i	i	-9	i	1	2	i	i	i	-6	i
Cc1cc(C)c(OCC(=O)Nc2nnn(C)n2)c(Br)c1	i	i	2	i	-1	1	i	i	i	-9	i
O=C(c1ccc([N+](=O)[O-])cc1)N(Cc1ccc(Cl)cc1Cl)N1C(=O)CCCC1=O	i	i	-10	i	-2	0	i	i	i	-2	i
CCOc1ccc(S(=O)(=O)N2CCN(C(=O)c3cccnc3)CC2)cc1	i	i	2	i	2	0	i	i	i	-1	i
COC(=O)C[C@H]1c2ccccc2S(=O)(=O)N1Cc1ccc(OC)cc1	i	i	4	i	0	0	i	i	i	2	i
CC1=C(C(=O)OCc2ccccc2)C(c2ccccc2)NC(=O)N1CCCCCC(=O)O (configuration not stated)	i	i	-14	i	3	2	i	i	i	-9	i
CCOC(=O)C1(Cc2cccc(OC)c2)CCN(CC2CC=CCC2)CC1 (configuration not stated)	i	i	1	i	0	0	i	i	i	-23	i
CN(CC(=O)N1CCN(c2ccccn2)CC1)S(=O)(=O)c1ccc2ccccc2c1	i	i	6	i	-3	3	i	i	i	-9	i
O=C(NCC1CCCN1S(=O)(=O)c1cccs1)c1ccc(Cl)cc1 (configuration not stated)	i	i	-10	i	-1	2	i	i	i	-20	i
CC(=O)c1cc(C#N)c(SCC(=O)OC(C)C)nc1C	i	i	-4	i	3	1	i	i	i	2	i
CN(C1CCCCC1)S(=O)(=O)c1ccc(-c2ccccn2)s1	i	i	.	i	-2	-1	i	i	i	-10	i
CC1CCN(C(=O)CSCc2ccc(Cl)cc2)CC1	i	i	-5	i	-2	-2	i	i	i	-13	i
CN(C)c1ccc(/C=C/c2ccc3ccccc3n2)cc1	i	i	14	i	5	-6	i	i	i	-8	i
Cc1ccc(CSCC(=O)N(C)CC(=O)Nc2ccc(Cl)c(Cl)c2)cc1	i	i	-13	i	-2	5	i	i	i	-10	i
COC(=O)c1ccccc1S(=O)(=O)N(Cc1cc2ccc(OC)cc2[nH]c1=O)CC1CCCO1 (configuration not stated)	i	i	0	i	-3	1	i	i	i	-16	i
Cc1ccc(S(=O)(=O)N(C)c2nc3ccccc3[nH]c2=S)cc1	i	i	-1	i	-5	3	i	i	i	-5	i
COC(=O)c1ccccc1S(=O)(=O)N1CCC(C(=O)OC(C)C(=O)NC(N)=O)CC1 (configuration not stated)	i	i	-1	i	1	1	i	i	i	-6	i
CCN(CC)C(=O)c1cc2cc(Br)ccc2oc1=O	i	i	2	i	-3	1	i	i	i	-9	i
Cc1nc(SCCC(C)C)c([N+](=O)[O-])[nH]1	i	i	-3	i	-4	1	i	i	i	-12	i
O=[N+]([O-])c1ccccc1-c1ccc(/C=N/n2cnnc2)o1	i	i	12	i	-1	3	i	i	i	-12	i
O=c1ccc2cc(S(=O)(=O)Nc3ccccc3F)ccc2o1	i	i	4	i	-4	1	i	i	i	-8	i

Profiles as entered above:
COc1ccccc1CCNC(=O)c1ccc2nc[nH]c2c1 as listed: RGS4 act: i; KCNQ1 act: i; DYRK1A inh: 3; KCNK9 block: i; GSK3 alpha inh: 1; GSK3B inh: -2; PolyA inh: i; RGS4 inh: i; KCNQ1 inh: i; hERG rescue: -9; KCNK3 inh: i
CC(=O)c1cc(C#N)c(SCC(=O)OC(C)C)nc1C as listed: RGS4 act: i; KCNQ1 act: i; DYRK1A inh: -4; KCNK9 block: i; GSK3 alpha inh: 3; GSK3B inh: 1; PolyA inh: i; RGS4 inh: i; KCNQ1 inh: i; hERG rescue: 2; KCNK3 inh: i

(list continues)
SMILES	RGS4 act	KCNQ1 act	DYRK1A inh	KCNK9 block	GSK3 alpha inh	GSK3B inh	PolyA inh	RGS4 inh	KCNQ1 inh	hERG rescue	KCNK3 inh
NNC(=O)c1ccc(COc2ccc(Br)cc2)o1	i	i	7	i	0	0	i	i	i	-4	i
CN(CC(=O)Nc1ccccc1Cl)C(=O)COC(=O)CN1C(=O)NC2(CCCC2)C1=O	i	i	-11	i	-4	-2	i	i	i	-9	i
Cc1ccc(-c2nnc(-c3cccnc3)o2)cc1	i	i	6	i	1	-3	i	i	i	-3	i
COc1ccc(NC(=O)c2cc3cc(C)ccc3n2C)c(OC)c1	i	i	-2	i	2	-2	i	i	i	-11	i
CC(=O)N1CCN(CCN=CC2=C(O)CC(c3cccs3)CC2=O)CC1 (configuration not stated)	i	i	3	i	-6	1	i	i	i	-4	i
COc1cc(NC(=S)Nc2ncccc2C)cc(OC)c1OC	i	i	2	i	1	-3	i	i	i	-12	i
CC(C)CC1C(C#N)=C(N)Oc2n[nH]c(-c3cccs3)c21 (configuration not stated)	i	i	6	i	5	-1	i	i	i	-3	i
CCc1cc(C(=O)NCC2CCCO2)sc1C (configuration not stated)	i	i	2	i	-2	2	i	i	i	-8	i
Clc1ccc(CSc2nnc3c(n2)[nH]c2ccccc23)cc1	i	i	10	i	-1	4	i	i	i	-5	i
COc1ccc(C(=O)N2CCN(C(=O)C3COc4ccccc4O3)CC2)cc1OC (configuration not stated)	i	i	-3	i	0	1	i	i	i	-7	i
CCCC(c1c(C)n(C)n(-c2ccccc2)c1=O)c1c(C)n(C)n(-c2ccccc2)c1=O	i	i	-5	i	-1	-2	i	i	i	-12	i
CCOc1cc(N2CCOCC2)c(OCC)cc1NC(=O)CSc1nccc(C)n1	i	i	-1	i	-4	-4	i	i	i	-4	i
COc1ccc2c(CC(=O)OCC(=O)c3ccccc3OC)coc2c1	i	i	-4	i	-1	3	i	i	i	-11	i
CCOCCCNC(=O)C1CCCCN1S(=O)(=O)c1ccc(F)cc1 (configuration not stated)	i	i	-8	i	-4	-1	i	i	i	-10	i
CCSCCOC(=O)C1=C(C)NC(=O)NC1c1cc(OC)ccc1OC (configuration not stated)	i	i	.	i	-4	2	i	i	i	-6	i
CCOC(=O)COc1nc(-c2ccco2)cc(-c2ccco2)c1C#N	-7.2*	i	.	-10*	-1	0	i	i	i	-2	i
Cc1c(C(=O)/C=C/N(C)C)nnn1-c1ccc(Cl)c(Cl)c1	i	i	.	i	-2	-5	i	i	i	-7	i
CNCCOCC(O)CSc1ccccc1 (configuration not stated)	i	i	-1	i	-2	-1	i	i	i	-7	i
Cc1ccc(C)c(CN2CCN(c3ncccn3)CC2)c1	i	i	10	i	-2	4	i	i	i	-3	i
Cc1onc(-c2ccccc2Cl)c1C(=O)OCC(=O)c1ccc2c(c1)OCCO2	i	i	3	i	-3	1	i	i	i	-12	i
O=[N+]([O-])c1ccc(CSc2nnc(-c3cnccn3)o2)cc1	i	i	3	i	0	2	i	i	i	-9	i
Cc1cccc(NC(=O)CSc2nc3c(c(=O)[nH]2)CCC3)c1C	i	i	0	i	0	3	i	i	i	-3	i
Cc1ccc(NC(=S)N/N=C/c2cccn2Cc2ccccc2F)cc1	i	i	-7	i	-4	0	.	i	i	-8	i
